Furin inh – blocks human furin protease activity; P09958; purified furin, fluorogenic substrate cleavage; inhibition, % at 30 µM; hit rate 0.061% among 220,000; AID 463115; in the data active = inhibition above about 25%; also: inactives centre near -15
Target sequence (P09958 108-714 limits assumed): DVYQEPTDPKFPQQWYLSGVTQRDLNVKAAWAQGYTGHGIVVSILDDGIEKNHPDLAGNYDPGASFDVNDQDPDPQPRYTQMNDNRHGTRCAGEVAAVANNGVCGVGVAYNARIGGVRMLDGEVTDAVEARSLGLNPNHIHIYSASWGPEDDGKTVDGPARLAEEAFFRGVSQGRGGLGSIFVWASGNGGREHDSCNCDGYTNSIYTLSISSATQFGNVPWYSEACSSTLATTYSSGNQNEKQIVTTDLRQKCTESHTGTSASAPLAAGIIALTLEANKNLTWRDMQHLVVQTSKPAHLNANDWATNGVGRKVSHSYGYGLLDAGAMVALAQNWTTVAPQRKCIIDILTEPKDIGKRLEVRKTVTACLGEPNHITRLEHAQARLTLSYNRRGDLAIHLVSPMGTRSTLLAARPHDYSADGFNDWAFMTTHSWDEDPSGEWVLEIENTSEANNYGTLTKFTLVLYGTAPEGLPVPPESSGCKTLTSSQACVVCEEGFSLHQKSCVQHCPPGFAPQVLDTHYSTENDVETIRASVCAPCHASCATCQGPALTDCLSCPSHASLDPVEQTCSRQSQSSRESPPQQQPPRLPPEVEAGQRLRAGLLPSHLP
RBBP9 inhibitor – human RBBP9 hydrolase inhibition; recombinant RBBP9, FP-Rh probe fluorescence polarization; O75884; AID 1515; inhibition, % at 7.94 µM; hit rate 0.2% among 220,000;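 active = inhibition above the campaign mean of all tested compounds plus 3 SD, cut at about 14% in these data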;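 also: plate controls were DMSO wells with RBBP9 for no effect and wells lacking RBBP9 protein for full effect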
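Controls: DMSO-treated enzyme wells and wells lacking RBBP9 | Material: RBBP9 protein | Technique: Fluorescence polarization | Replication: Single well per compound, no replicates | Buffer or medium: Tris-NaCl-Pluronic buffer, pH 8.0 | Timing: 30 min compound preincubation, 45 min probe labeling, 25 °C | Read-out basis: Percent inhibition from mP, scaled between DMSO and no-protein wells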
Tb hexokinase – T. brucei hexokinase 1 inhibition; inhibition, % at 10 µM; hit rate 0.11% among 220,000; recombinant TbHK1, G6PDH-coupled NADH A340; AID 1430;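 active = inhibition of 50% or more in the single-dose primary screen; inactive = inhibition below 50%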
p47phox inh – blocks human p47phox regulatory protein of NADPH oxidases | p47phox/p22phox peptide binding, fluorescence polarization, 2 h | inhibition, % at 24.7 µM | hit rate 0.53% among 220,000 | AID 1274;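 active = inhibition above about 30%, limit read from the data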;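 also: 0% = p47phox with labelled peptide and 100% = labelled peptide alone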
Target sequence (P14598 whole entry, looked up): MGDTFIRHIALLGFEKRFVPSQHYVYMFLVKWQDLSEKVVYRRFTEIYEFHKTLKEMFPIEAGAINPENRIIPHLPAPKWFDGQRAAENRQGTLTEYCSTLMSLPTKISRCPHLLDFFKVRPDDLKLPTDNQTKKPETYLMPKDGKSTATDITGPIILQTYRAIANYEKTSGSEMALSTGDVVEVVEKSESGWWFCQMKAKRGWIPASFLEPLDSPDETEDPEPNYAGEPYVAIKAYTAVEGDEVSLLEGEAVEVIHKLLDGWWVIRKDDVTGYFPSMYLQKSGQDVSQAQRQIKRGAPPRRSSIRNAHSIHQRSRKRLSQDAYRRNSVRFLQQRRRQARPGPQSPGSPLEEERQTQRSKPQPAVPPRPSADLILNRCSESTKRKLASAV
p97 inhibitor – inhibitors of human p97 ATPase; P55072; recombinant p97 ATPase, Kinase-Glo ATP luminescence, 3 h; inhibition, % at 8 µM; hit rate 0.42% among 220,000; AID 1481; in the data active = inhibition above about 15%;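 also: 0% = DMSO vehicle and 100% = wells lacking enzyme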
Runt-SMMHC FRET – blocks binding of human RUNX1 Runt domain to CBFb-SMMHC; Q01196+Q13951; Cerulean-Runt/Venus-CBFb-SMMHC FRET ratio 530/480, 1 h; inhibition, % at 20 µM; hit rate 0.74% among 220,000; AID 1434;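 active = mean inhibition across duplicate retests at 20 µM reaching about 50%, limit read from the data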;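 also: 0% = DMSO wells and 100% = wells with excess untagged CBFb-SMMHC; inhibitors lower the FRET ratio by blocking Runt binding to CBFb-SMMHC; some results filed as inactive read as strong as hits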
Runt-CBFb FRET – Runt domain-CBFb interaction inhibition. Q01196+Q13951. Cerulean-Runt/Venus-CBFb FRET ratio 530/480, 1 h. inhibition, % at 20 µM. hit rate 0.46% among 220,000;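 active = inhibition over about 50% at 20 µM in the single-dose screen, limit read from the data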;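 also: 0% = DMSO wells and 100% = excess unlabeled CBFb competitor control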
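Reagent – Venus-CBFb binding partner, 100 nM · Assay system – Cerulean-tagged RUNX1 Runt domain (FRET donor) fusion protein · Input – 100 nM per protein · Incubation – two 1 h room-temperature incubations shielded from light · Measured by – FRET fluorescence · Medium – Tris buffer pH 7.5 with salts and BSA · Benchmarks – unlabeled CBFb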
Calpain2 inh – calpain II (pig) inhibition; purified calpain II, fluorogenic peptide substrate, 30 min; inhibition, % at 16 µM; hit rate 0.37% among 220,000; AID 1236;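 active = inhibition above about 50%, limit read from the data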
EBV gp42 inh – EBV gp42 inhibition; Q1HVG2; Fluorescence polarization binding assay, mP read-out; inhibition, % (tested at 21.74 µM); hit rate 0.42% among 220,000; in the data active = inhibition above about 50%
* marks the source's active call; other numbers are inactive results; i = inactive; x = not tested or not shown; [ ] = remark or other dose.

Furin inh,RBBP9 inhibitor,Tb hexokinase,p47phox inh,p97 inhibitor,Runt-SMMHC FRET,Runt-CBFb FRET,Calpain2 inh,EBV gp42 inh,mol
-51.2,-2.0,-7.3,-13.1,-0.9,-2.1,-0.4,i,-8.0,CNc1oc(-c2ccccc2)nc1C#N
-35.8,-7.8,-0.6,7.7,0.0,-3.7,-1.2,-33.1,2.2,O=C(CSc1ccc2nnc(-c3ccccc3)n2n1)NCc1ccc2c(c1)OCO2
-9.7,-2.6,-0.4,-5.1,0.5,5.8,5.2,9.0,-11.7,O=C(NCc1n[nH]c(=S)n1-c1ccc(Cl)c(Cl)c1)c1ccc(S(=O)(=O)N2CCOCC2)cc1
-15.2,-4.1,33.3,-3.3,-3.4,8.9,0.0,18.0,-4.3,O=C(NNC(=O)c1cc2c(s1)CCCC2)c1ccccc1
-12.7,-5.1,1.5,-1.8,3.9,-0.9,0.9,-5.6,-15.2,CCOC(=O)C1CCCN(C(=O)COC(=O)c2cc(=O)c3ccccc3o2)C1 (stereo not drawn)
0.4,-1.8,-7.2,10.2,-0.6,4.4,-2.0,-7.2,-13.3,Cc1[nH]c2ccc(F)cc2c(=O)c1SC(F)(F)C(F)F
-16.0,-6.5,-2.7,-0.2,4.3,0.5,-1.3,5.0,-10.4,Cc1ccccc1NC(=O)NCCc1c[nH]c2ccccc12
-15.8,-4.5,2.3,6.2,-1.3,0.4,-3.8,-19.8,-9.6,COCCN(C(=O)C(C)C)c1nnc(-c2cccc(C)c2)s1
-5.9,6.2,-2.8,-2.3,6.3,-6.0,1.6,-3.5,-14.5,O=C(N1CCCCC1)N1CCC(c2nc3ccccc3[nH]2)CC1
-10.4,-3.4,2.8,2.0,3.0,4.5,-0.2,-14.7,-4.9,CC(C)(C)NC(=O)c1cc(NC(=O)c2ccco2)cc(NC(=O)c2ccco2)c1
-16.5,-5.7,-1.0,-12.7,0.1,x,x,-30.9,3.4,CCCn1nc(Oc2nc(N(C)C)nc(N(C)C)n2)ccc1=O
1.9,-8.6,28.1,-23.2,1.2,4.4,0.7,11.7,-17.3,CCCC1=Nc2cc(C(=O)NCc3ccco3)ccc2Sc2ccccc21
-0.1,-2.9,-7.1,-1.7,0.8,2.2,0.2,0.5,-12.6,CN(Cc1cn(C)nc1-c1cccc(Cl)c1)CC1CCCCO1 (stereo not drawn)
-31.7[20 µM],-4.3,-16.3,0.1,7.2,3.1,1.3,-45.8,-15.7,O=C(Nc1ccc(Br)cc1)/C(=C/c1cccc([N+](=O)[O-])c1)NC(=O)C1CCCCC1
-10.3[20 µM],-3.9,-6.3,-4.8,-5.0,-2.8,-0.8,19.7,-12.9,CC1CN(C(=O)c2cc(S(=O)(=O)N3CCCC3)c(Cl)cc2Cl)CC(C)O1 (stereo not drawn)
-23.0,-2.1,-20.6,2.6,1.9,-4.0,-0.3,-18.4,-8.0,O=S(=O)(c1ccc(Nc2ccc3c(c2)OCO3)nc1)N1CCOCC1
-19.0,-10.2,-6.6,-5.4,7.6,-2.0,3.0,3.4,-12.1,O=C(c1cc2ccccc2cc1OCC(O)CN1CCCCC1)N1CCCCC1 (stereo not drawn)
-21.5,-10.2,5.2,0.9,2.3,-2.7,0.9,12.5,-1.3,C#CCN1CC(C)/C(=N/O)CC1C (stereo not drawn)
-12.6,-5.1,-21.3,-12.4,4.9,-17.1,-14.6,-62.3,-6.3,COCCNC(=O)c1cccc(Nc2nc(-c3ccccc3)c3cc(Cl)ccc3n2)c1
-24.6,1.2,3.8,-2.8,4.2,-0.2,-2.3,-4.8,-16.4,COc1ccc(S(=O)(=O)N(CCc2ccccc2)CC(=O)O)cc1OC
-13.5,-7.4,-0.8,-6.6,1.7,-0.1,-3.6,-22.0,-2.7,CC1CCc2c(sc3ncnc(NCc4cccnc4)c23)C1 (stereo not drawn)
-14.4,-5.0,-6.8,-2.6,10.3,-2.4,-0.6,-8.4,-7.3,O=[N+]([O-])c1ccc2cn[nH]c2c1
-14.5,-0.8,-9.9,-12.6,-1.7,-0.3,x,11.4,-15.9,COc1cc(OC)c(C2C(C(=O)O)c3ccccc3C(=O)N2C)cc1OC (stereo not drawn)
-8.7,-1.4,2.2,-2.5,0.9,-1.9,1.3,9.7,5.2,CC(C)c1onc(C(=O)NCc2ccc(Cl)cc2)c1[N+](=O)[O-]
-18.1[20 µM],7.1,-1.1,x,3.5,x,x,x,x,CCCCCc1nc2ccccc2c(=O)n1NC(=O)c1c(O)c2cccc3c2n(c1=O)CCC3
-18.0,5.3,1.8,-7.5,-2.3,1.5,-2.1,20.1,0.1,Brc1ccccc1OCCCCn1cnc2ccccc21
-8.1[20 µM],-8.4,-9.9,-36.7,-2.4,-0.8,-3.9,-0.4,0.6,COc1cccc(NC(=O)Nc2ccc3nsnc3c2)c1
-15.1[20 µM],-6.2,-6.9,-4.5,-3.9,-0.4,-0.8,-16.6,-17.7,COC(=O)[C@H](Cc1ccccc1)NC(=O)N1CCC(C)CC1
12.3,-0.4,-74.7,-5.8,0.3,-120.4,-2.8,10.4,4.3,O=C(CN1CCN(Cc2ccccc2)CC1)N/N=C\C=C/c1ccco1
7.2,-3.0,-19.3,-1.3,5.1,-6.7,-0.2,-32.1,8.3,Cc1ccc(-n2[nH]c(C)c(C=Nc3ccc(S(=O)(=O)Nc4nccs4)cc3)c2=O)c(C)c1

Some entries already given, limited to Runt-SMMHC FRET.
| SMILES | Runt-SMMHC FRET |
| --- | --- |
| CC1CCc2c(sc3ncnc(NCc4cccnc4)c23)C1 (stereo not drawn) | -0.1 |
| O=[N+]([O-])c1ccc2cn[nH]c2c1 | -2.4 |
| COc1cc(OC)c(C2C(C(=O)O)c3ccccc3C(=O)N2C)cc1OC (stereo not drawn) | -0.3 |

The list continues.
Furin inh,RBBP9 inhibitor,Tb hexokinase,p47phox inh,p97 inhibitor,Runt-SMMHC FRET,Runt-CBFb FRET,Calpain2 inh,EBV gp42 inh,mol
-6.2,-9.5,-3.7,-33.8,-0.6,1.5,1.2,10.0,7.3,CCOC(=O)c1c(NC(=O)C(C)Sc2c[nH]c3ccccc23)sc2c1CCC2 (stereo not drawn)
-7.5,2.7,-11.6,4.8,4.2,0.4,0.9,-23.5,-5.2,O=c1cnc(-c2ccc(Cl)cc2)cn1O
-30.2[20 µM],-3.7,2.7,-4.6,2.2,-4.8,1.6,-6.8,-10.9,CC1CC(C)CN(CCCNC(=O)COc2cc(=O)n(C)c3ccccc23)C1 (stereo not drawn)
-24.2,0.6,4.7,3.3,4.1,-3.7,-0.9,37.9,-0.3,CCCCCNC(=O)c1ccc2c(=O)n(CC3CCCO3)c(=S)[nH]c2c1 (stereo not drawn)
-10.2,-10.2,7.6,-10.9,1.8,-24.1,-3.9,1.8,-48.4,CCOC(=O)/C=c1\s/c(=C\c2ccc(C(=O)OC)cc2)c(=O)n1CC(=O)Nc1ccccc1
-13.7,-4.7,-15.5,-38.0,-0.6,-44.4,-12.8,-25.0,3.3,C=CCn1c(=O)/c(=C\c2ccccn2)s/c1=C(/C#N)C(=O)NCC1CCCO1 (stereo not drawn)
-22.0,-5.0,-10.5,-8.4,3.5,-0.5,3.2,6.3,-1.9,O=C(NC(=S)N1CCCCC1CO)C12CC3CC(CC(C3)C1)C2 (stereo not drawn)
-21.0,6.6,1.3,-15.4,-0.7,-3.6,-1.8,9.7,-7.3,COc1ccc(Cn2nnnc2C(c2cccs2)N2CCN(c3ccccc3)CC2)cc1 (stereo not drawn)
-21.6,3.1,-3.7,2.1,2.0,1.7,-0.1,-8.9,-17.3,CS(=O)(=O)Nc1ccc(S(=O)(=O)N2CCCC2)cc1
-30.3,-8.0,-3.6,-2.5,-2.4,-1.5,-5.1,9.6,-9.2,CC(C)(C)C1CCC(=NOC(=O)c2ccc(F)cc2)CC1 (stereo not drawn)
11.0,6.7,-5.0,-32.2,5.3,-7.5,-2.2,-36.0,-41.8,CC(C)Cn1c(/C=N/Nc2nc3ccccc3[nH]2)nc2ccccc21
-18.8,-6.8,-3.0,-11.3,0.6,3.8,-0.1,-21.1,0.2,CCc1cccc(NC(=O)C(NC(=O)C2CCCCC2)C(C)C)c1 (stereo not drawn)
-22.1,-1.0,5.9,0.0,1.3,-1.2,-4.7,9.5,6.4,CCCCCCCCCC(=O)Nc1cccnc1
-21.3,-7.5,5.7,-3.7,-3.8,-1.7,-2.6,-12.7,-5.9,CCCCOc1ccc(C(=O)Nc2cccc(C)n2)cc1
-9.6[20 µM],-4.5,11.0,-7.5,-2.4,7.8,-0.7,2.2,-8.2,CCCC1=C(C(=O)OCC)C(c2cc(Cl)cc(OC)c2OCc2ccccc2)NC(=O)N1 (stereo not drawn)
-22.3,-8.3,2.7,-4.1,2.7,-1.9,-2.7,-36.7,6.0,Cc1ccc(NC(=O)CSc2nc(C)c(Cc3ccccc3)c(=O)[nH]2)cc1
-19.6,1.6,-8.8,-12.5,4.3,2.3,-1.1,-26.9,-8.2,Cc1cccc(/C=N/Nc2ccc3ccccc3n2)c1
-13.4,3.8,8.8,-9.6,2.7,-6.2,-5.4,-32.6,-6.8,COc1ccc(N(CC(=O)Nc2ccccc2C(=O)O)S(=O)(=O)c2ccc(C)c([N+](=O)[O-])c2)cc1
-17.9,-5.8,5.4,-15.2,-0.7,3.1,-1.9,28.2,3.2,COc1cc(C(=O)NCCC(=O)NCCCN2CCCCC2C)cc(OC)c1OC (stereo not drawn)
-17.1,-1.6,1.7,6.5,6.0,-0.8,-0.8,-114.4,-13.7,NC(=O)CSc1nnc2ccc(-c3ccc(F)cc3)nn12
-21.6,-4.0,-8.6,2.5,-1.6,-14.4,-3.9,-7.6,3.4,CC(=O)OC1CSC2c3ccccc3C(=O)N2Cc2sccc21 (stereo not drawn)
-9.0,0.6,2.5,-4.7,1.9,-2.5,2.1,-41.7,-12.5,CSc1nnc(-c2ccco2)n1-c1ccccc1
-8.8,-2.3,5.6,-4.8,5.2,-0.2,-2.9,17.6,-12.2,COc1cccc(CNC(=O)CCCNS(=O)(=O)c2cccs2)c1
-7.4,-11.1,-7.9,0.1,-6.9,0.7,0.7,-3.1,-4.3,CCCC(=O)N(Cc1cc2cccc(C)c2[nH]c1=O)c1ccccc1OC
